ELG1 repair inh: qHTS screen for small molecules that inhibit ELG1-dependent DNA repair in human embryonic kidney (HEK293T) cells expressing luciferase-tagged ELG1 | HEK293T ELG1-luciferase reporter, luminescence, 16 h; DNA damage induced by 5-fluorouridine | Potency, µM (highest dose often 46.1 µM), without a hit: at the highest dose activity change, negative = inhibition, usual class: inhibitors | 330,000 compounds, 2.3% hits; note: potency is the fitted concentration of half-maximal effect; % is set by controls: 0 for no effect and ±100 for the full control effect; nearly all actives have a fitted effect of over 55% in size
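5-Fluorouridine DNA damage + compound/DMSO, 2,000 cells/well, 16 h, 37 °C/5% CO2. ONE-Glo, 30 min RT, luminescence. Readout = decrease in reporter signal.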
A-T KAP1 phos: qHTS Assay for Identifying a Potential Treatment of Ataxia-Telangiectasia | 320,000 compounds, 0.19% hits | […] A-T fibroblasts, KAP-1 phosphorylation AlphaLISA; neocarzinostatin DNA damage 30 min before lysis | AID 485349, 2010 | Potency, µM (highest dose often 57.5 µM), without a hit: at the top dose activation, hits mostly activators; note: potency is the fitted concentration of half-maximal effect; % of control where 0% means no effect; nearly all actives have a fitted effect of over 45% in size
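ATM-like activity read as KAP-1 phosphorylation via AlphaLISA donor/acceptor antibody pairs after lysis and 6 hr at 25C. Cells were ATM-null patient fibroblasts ([…], hTERT), dosed 60 min, then exposed to the DSB inducer NCS for 30 min.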
a7 integrin act: qHTS for Activators of Integrin-Mediated Alleviation for Muscular Dystrophy. alpha7betagal myoblasts, beta-gal FDG fluorescence, 48 h. Potency, µM (highest dose often 38.3 µM), inactives show top-dose activation, actives largely listed as activators. 350,000 compounds, 0.064% hits. AID 624291, 2012;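 note: potency is the fitted concentration of half-maximal effect; 100% = response of the positive control SU9516; nearly all actives have a fitted effect of over 60% in size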
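alpha7betagal+/- myoblasts (passage 13, 250/well) treated 48 h at 37C with compounds at 1:260 dilution of DMSO stock. Lysed, then beta-galactosidase activity read as FDG fluorescence (ex 480/em 540) after 30 min, with pre-read for autofluorescence.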
PTAP TSG101 blk: qHTS Assay for Iinhibitors of HIV-1 Budding by Blocking the Interaction of PTAP/TSG101; Tumor susceptibility gene 101 protein (Homo sapiens), Q99816; Fluorescence polarization, FITC-PTAP peptide / Tsg101 binding; Potency, µM (top dose mostly 115 µM), without a hit: at the highest dose activity change, negative = inhibition, hits mostly inhibitors; 340,000 tested, under 10 active; AID 493005, 2010; active = well fitted inhibition curve with a large enough effect in the main read-out, with a control signal flat, not every such curve was filed as active; inconclusive = small, poorly fitted or top-dose-only effect, or effect the other way, or a change in a side signal; inactive = no such curve, though single readings can be large or run the other way; note: potency is the fitted concentration of half-maximal effect; % of control where 0% means no effect
Target sequence (Q99816 whole entry, looked up): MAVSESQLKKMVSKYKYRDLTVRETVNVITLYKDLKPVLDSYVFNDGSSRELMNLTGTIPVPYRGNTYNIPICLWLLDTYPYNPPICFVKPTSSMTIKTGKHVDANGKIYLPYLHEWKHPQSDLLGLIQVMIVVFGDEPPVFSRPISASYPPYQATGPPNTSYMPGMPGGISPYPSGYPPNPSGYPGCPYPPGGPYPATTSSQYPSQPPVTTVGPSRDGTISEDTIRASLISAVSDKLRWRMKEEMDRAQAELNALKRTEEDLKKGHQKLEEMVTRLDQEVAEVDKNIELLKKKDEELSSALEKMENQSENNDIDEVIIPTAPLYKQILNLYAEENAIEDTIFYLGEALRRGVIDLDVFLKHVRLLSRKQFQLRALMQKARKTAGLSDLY
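Fluorescence anisotropy tracks displacement of a FITC-tagged PTAP peptide (50 nM) from the Tsg101 binding domain (10 uM), following a 20 min room-temperature incubation at pH 7.5.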
Tb PFK block: qHTS Assay to Find Inhibitors of T. brucei phosphofructokinase; T. brucei PFK, ADP-Glo luminescence; Potency, µM (top dose mostly 57.5 µM), without a hit: at the top dose activity, negative = inhibition, actives largely listed as inhibitors; 330,000 compounds, 0.17% hits;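 note: potency is the fitted concentration of half-maximal effect; 0% = uninhibited 1x PFK enzyme wells and -100% = no-enzyme wells; nearly all actives have a fitted effect of over 60% in size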
Target sequence (O15648 whole entry, looked up): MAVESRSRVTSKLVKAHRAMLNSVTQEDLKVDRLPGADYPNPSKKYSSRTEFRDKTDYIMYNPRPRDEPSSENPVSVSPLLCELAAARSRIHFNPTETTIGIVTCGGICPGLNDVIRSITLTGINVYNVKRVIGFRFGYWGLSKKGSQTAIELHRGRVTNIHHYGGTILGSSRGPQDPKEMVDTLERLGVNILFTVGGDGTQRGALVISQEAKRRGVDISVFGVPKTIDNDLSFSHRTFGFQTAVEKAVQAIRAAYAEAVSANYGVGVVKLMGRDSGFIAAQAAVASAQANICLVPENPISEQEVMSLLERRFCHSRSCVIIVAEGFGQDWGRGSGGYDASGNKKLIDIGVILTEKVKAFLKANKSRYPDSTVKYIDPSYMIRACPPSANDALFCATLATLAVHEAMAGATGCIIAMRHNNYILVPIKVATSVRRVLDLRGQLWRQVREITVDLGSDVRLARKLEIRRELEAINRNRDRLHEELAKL
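Compounds were pin-transferred as a titration series up to 57 uM into substrate buffer (0.5 mM F6P, 0.1 mM ATP, pH 8.0), then 1.25 nM PFK was added and reactions ran 45 min before ADP-Glo detection.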
TCR act: Activators of T cell receptors: qHTS campaign. primary human leukocytes, anti-CD3, IL-2 HTRF, 48 h. Potency, µM (titrated, usually from 9.22 µM), for the others: at the highest dose activation of IL-2 secretion, usual class: activators. 330,000 tested, under 10 active. AID 504894, 2011; note: % of control where 0% means no effect
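1) Mix primary human leukocytes, a-CD3 beads and compound. 2) Incubate 48 hr. 3) Add HTRF IL-2 reagents (a-IL-2-K, a-IL-2-d2).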
Eya2 inh: qHTS Assay for Inhibitors of the Phosphatase Activity of Eya2; recombinant Eya2, OMFP fluorescence dephosphorylation (OMFP is methylfluorescein phosphate); 330,000 compounds, 0.006% hits; Protein phosphatase EYA2 (Homo sapiens), O00167; Potency, µM (highest dose often 76.9 µM), for the others: top-dose activity, negative = inhibition, most hits filed as inhibitors; note: potency is the fitted concentration of half-maximal effect; % is set by controls: 0 for no effect and ±100 for the full control effect
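Eya2 (0.2 uM) preincubated 10 min at ambient with compound, then OMFP substrate added at 50 uM; 10 min reaction in 50 mM HEPES pH 7.5, 50 mM NaCl, 5 uM MgCl2, 0.05% BSA, 1 mM DTT. Fluorescence read at Ex 485/Em 525 nm.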
BCR signal inh: qHTS Assay to Find Inhibitors of Chronic Active B-Cell Receptor Signaling | Potency, µM (series often up to 46.1 µM), without a hit: at the top dose ratio change, negative = lower green/red ratio, actives largely listed as inhibitors | ABC-DLBCL IkBa-CBG/CBR reporter, luminescence ratio, 4 h | 340,000 compounds, 0.05% hits; active = well fitted inhibition curve with a large enough effect in the signal ratio, with a control signal flat, not every such curve was filed as active; inconclusive = small, poorly fitted or top-dose-only effect, or effect the other way, or a change in a side signal; the % refers to the signal ratio;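 note: potency is the fitted concentration of half-maximal effect; plate controls were basal doxycycline-induced cells for no effect and cells given 10 µM MG132 for full effect; MG132 reads +100%, hits lower the ratio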
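TMD8 human ABC-DLBCL cells with doxycycline-inducible IκBα–green luciferase fusion and unfused red luciferase, in 0.5% FBS medium; compounds up to 46 uM, 4 h at 37C. Green/red luminescence ratio, filter-overlap corrected, fitted to concentration-response curves.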
TSHR antagonist: Antagonists of the Thyroid Stimulating Hormone Receptor: HTS campaign; TSHR-expressing cells, TSH-stimulated cAMP HTRF, 2 h; hits give low values; Thyrotropin receptor (Homo sapiens), P16473; 330,000 compounds, 0.2% hits; activity change, negative = inhibition, % at 11.5 µM; AID 504810, 2011;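 active = activity change below a set negative limit, meaning inhibition stronger than a set level, cut at about -70% in these data; inconclusive = activity change between two set negative limits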; note: % is set by controls: 0 for no effect and ±100 for the full control effect
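Read-out is FRET at 665 nm (cryptate excitation 337 nm) from a cryptate-tagged anti-cAMP antibody, competed by cell cAMP against cAMP-d2. Compounds are tested on freshly harvested TSHR cells challenged with 4nM TSH (EC80) for 2 hours at 37 deg C.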
Mito fusion yeast: qHTS Assay for Small Molecule Inhibitors of Mitochondrial Division or Activators of Mitochondrial Fusion; Potency, µM (top dose mostly 46.1 µM), for inactives: at the highest dose growth rescue (activation), actives largely listed as activators; S. cerevisiae fusion-defective mutant growth rescue, CellTiterGlo 48 h; 320,000 compounds, 0.23% hits;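 note: potency is the fitted concentration of half-maximal effect; % of control where 0% means no effect; nearly all actives have a fitted effect of over 45% in size; temperature-sensitive fusion mutants such as fzo1-1 at 37 °C on non-fermentable ethanol glycerol medium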
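Read-out: ATP-based luminescence (CellTiterGlo, 10 min ambient) reporting growth of fusion-defective ts yeast after 48 hours at 37C on glycerol/ethanol YPEG medium in the presence of compound.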
S-ASM inh: Inhibitors of Secretory Acid Sphingomyelinase (S-ASM): qHTS; Sphingomyelin phosphodiesterase (Homo sapiens), P17405; placental ASM, HMU-PC fluorogenic substrate, 60 min; AID 504937, 2011; Potency, µM (series often up to 57.5 µM), for the others: at the top dose activity change, negative = inhibition, actives largely listed as inhibitors; 340,000 compounds, 0.006% hits; note: potency is the fitted concentration of half-maximal effect
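Human placenta-derived ASM enzyme was preincubated with compound for 10 minutes at room temperature, then given fluorogenic substrate HMU-PC0 (9 uM final) for 60 minutes at 37 °C; a pH 10 stop preceded fluorescence reading at Ex 386/Em 447 nm.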
* marks the source's active call; other numbers are inactive results; u = inconclusive; x = no result given; [ ] = remark or other dose. Unless noted, calls come from the whole dose curve; as a rule, active = well fitted curve in the direction sought with a large enough effect; inconclusive = small, poorly fitted or top-dose-only effect, or another doubt; inactive = no such curve, though single readings can be large; an effect the other way counts as inactive or inconclusive.

SMILES	ELG1 repair inh	A-T KAP1 phos	a7 integrin act	PTAP TSG101 blk	Tb PFK block	TCR act	Eya2 inh	BCR signal inh	TSHR antagonist	Mito fusion yeast	S-ASM inh
COc1ccc(OCC(=O)NCCNC(=O)c2cccnc2)cc1	-6%	-1%	19%	-7%	-2%	5%	13%	u	-3	10%	3%
O=C(Cn1nnc2ccccc21)Nc1ccc([N+](=O)[O-])cc1	8%	-27%	2%	-1%	-6%	-5%	5%	-4%	12	-3%	-2%
CC(=O)NC(C)c1ccc(Cl)c(Cl)c1 (stereo not given)	7%	15%	11%	-8%	u	-1%	0%	0%	-1	0%	0%
COc1ccc(C(=O)CCN2CCc3cc(OC)c(OC)cc3C2)cc1	-6%	-9%	-71%[inhibitor]	0%	-10%	2%	u	u	-11	-6%	5%
COc1cc2c(cc1NC(=O)/C=C/c1cc(OC)c(OC)c(OC)c1)oc1ccccc12	5.8µM*	0%	0%	1%	0%	0%[46.1 µM]	-2%	4%	-5	28%	-17%
CC(=O)Nc1ccc(NC(=O)COC(=O)[C@@H](NC(=O)c2ccc(F)cc2)C(C)C)cc1	7%	1%	13%	0%	-2%	-7%	13%	u	-1	-5%	-1%
O=C1COCCOCCOCC(=O)NCCN1	-5%	1%	29%	-1%	3%	-4%	1%	-5%	2	8%	2%
Cc1ccc(NC(=O)C2=CC(c3ccc(C)cc3)=NS(=O)(=O)N2C)cc1	-1%	1%	-13%	-9%	3%	-5%	u	u	-18	2%	-18%
COC(=O)Cn1c(=NC(=O)c2cccc(OC)c2)sc2cc(OC)ccc21	u	6%	11%	2%	9%	-1%[46.1 µM]	-5%	u	-11	3%	358%[activator]
Cn1c(=N)c(S(=O)(=O)c2ccc(F)cc2)cc2c(=O)n3ccccc3nc21	-8%	-14%	-24%	-10%	-5%	3%	17%	1%	5	5%	13%
NC(=O)c1ncc(C(F)(F)F)cc1Oc1ccc(C(F)(F)F)cc1	17%	1%	-7%	-3%	-3%	8%	1%	u	18	0%	0%
O=C(CN1CCCC1)N1CCN(c2ccccc2)CC1	-5%	0%	42%	-7%	-2%	-2%	0%	3%	-2	0%	0%
C/C(=C\c1ccccc1)C(=O)NCCN1CCOCC1	1%	-3%	-1%	0%	-3%	-6%	-6%	-4%	3	-3%	2%
O=C1CC2(CCN(C(=O)c3cccc([N+](=O)[O-])c3)CC2)Oc2ccccc21	-6%	-1%	21%	-1%	1%	-2%	-10%	9%	-12	1%	-5%
Cn1c(SCC(=O)N/N=C/c2ccncc2)nc2ccccc21	3%	0%	0%	-1%	-4%	-1%	-4%	-7%	-4	-3%	-2%
O=C(O)CCC(=O)c1ccc2ccc3cccc4ccc1c2c34	-3%	2%	x	x	13%	x	13%	u	-16	17%	x
COc1ccc(C2SCCN2S(=O)(=O)c2ccc(F)cc2)cc1OC (stereo not given)	-3%	-1%	2%	-6%	-2%	x	12%	4%	-3	1%	-1%
CCCCCCCCNC(C)C(O)c1ccc(SC(C)C)cc1 (stereo not given)	u	6%	x	0%	1%	1%	-7%	-2%	-3	-33%[inhibitor]	-6%
CCN(CC)c1ccc2cc(C(C)=O)c(=O)oc2c1	u	u	12%	u	-2%	2%	29%	1%	-5	3%	138%[activator]
COCCCNC(=O)COc1cc2c(c3oc(=O)c(C)c(C)c13)CCC(C)(C)O2	0%	5%	8%	-3%	-1%	15%	6%	-12%	-6	18%	90%[activator]
CC(C)CCNC(=O)CCSCCC(=O)NCCC(C)C	-6%	-17%	-15%	-1%	0%	-3%[46.1 µM]	-8%	1%	14	-10%	4%
O=C(NCc1ccccc1)c1ccc(C(=O)N(C2CCCCC2)C2CCCCC2)cc1	u	x	19%[7.66 µM]	2%	-1%	-7%	-5%	-9%	7	-8%	-5%
COc1cccc(NC(=S)Nc2ccc(O)cc2)c1	u	-1%	-34%	1%	u	2%	16%	-15%	4	-9%	0%
O=c1c2ccccc2n2c(-c3ccc(C(F)(F)F)cc3)nnc2n1Cc1ccccc1	6%	-1%	16%	2%	-1%	6%[46.1 µM]	-11%	0%	21	2%	-1%
COc1ccc2c3c(c(=O)oc2c1OCC(=O)C(C)(C)C)CCCC3	-24%	6%	-19%	-1%	2%	1%	3%	-1%	-1	7%	2%
Remaining list, next part:
SMILES	ELG1 repair inh	A-T KAP1 phos	a7 integrin act	PTAP TSG101 blk	Tb PFK block	TCR act	Eya2 inh	BCR signal inh	TSHR antagonist	Mito fusion yeast	S-ASM inh
CSc1cccc(NC(=O)c2nnn(CC(=O)Nc3cc(C)cc(C)c3)c2N)c1	u	-4%	-20%	-3%	3%	4%	2%	4%	2	-3%	4%
Cc1ccc2nc(Cc3ccc(N)cc3)oc2c1	u	3%	32%	-7%	0%	-4%	12%	-3%	-5	-2%	2%
Cc1ccc(NC(=O)c2nc[nH]c2C(=O)N(C)Cc2ccccc2)cc1	-13%	8%	-26%	-5%	1%	5%	-23%	-3%	-11	u	-5%
CCOC(=O)CSc1nnc(Cc2cc(=O)[nH]c(=O)[nH]2)n1-c1cccc(OC)c1	26%	22%	2%	-3%	-3%	2%	3%	0%	29	5%	6%
COc1ccc(NC(=O)Nc2cccc3c2O[C@@H](CN(C)S(=O)(=O)c2cn(C)cn2)[C@@H](C)CN([C@H](C)CO)C3=O)cc1	10%	7%	18%	1%	3%	-8%	11%	-1%	-4	x	0%
CCOC(=O)Nc1ccc2c(CN3CCN(S(=O)(=O)c4ccc(C(C)C)cc4)CC3)cc(=O)oc2c1	3%	-2%	14%	-3%	-3%	-29%	-1%	u	-4	-1%	-3%
COc1ccc(S(=O)(=O)N(C(=O)C(C)C)c2ccc3oc(=O)sc3c2)cc1	u	-6%	-21%	-11%	2%	-8%	6%	u	-22	u	4%
CCC1Oc2ccc(C)cc2N(CC(=O)NCCCN2CCCCC2C)C1=O (stereo not given)	4%	2%	2%	-2%	-2%	-3%	-2%	-10%	17	2%	0%
CN(c1ccc(OCC(=O)N2CCN(c3ccc(F)cc3)CC2)cc1)S(=O)(=O)c1cccs1	u	0%	-27%	-5%	-6%	-1%	11%	-5%	-18	10%	-1%
O=C(CSc1ccc(-c2cccc([N+](=O)[O-])c2)nn1)NCc1ccccc1	u	4%	-16%	-5%	-1%	-1%	-6%	-4%	-6	-9%	-3%
Cc1cc(NS(=O)(=O)c2ccc(NC(=O)/C=C/c3c(F)cccc3Cl)cc2)nc(C)n1	-18%	0%	-26%	-7%	3%	-4%	8%	-2%	2	2%	-2%
Cc1ccc(C2=N/C(=C\N3CCCCC3)C(=O)O2)cc1	u	-5%	26%	-1%	-2%	-1%	-11%	3%	-10	5%	-6%
O=C(N=Nc1c(O)[nH]c2ccccc12)c1ccco1	u	-1%	2%	-2%	-1%	0%	1%	u	-19	-2%	-3%
COc1ccc(CCN2CC(O)=C(c3nc4ccccc4c(=O)[nH]3)C2=N)cc1OC	u	-1%	3%	-5%	-7%	3%	9%	u	-2	2%	-7%
CC(=O)c1ccc(NC2c3ncccc3C(=O)N2Cc2ccc(F)cc2)cc1 (stereo not given)	8%	-1%	u	-8%	1%	x	-3%	-5%	-1	0%	-4%
COc1ccc(OC)c(NC(=O)c2cnc3n(c2=O)CCS3)c1	26%	-1%	-1%	-2%	-3%	-2%	1%	u	5	-5%	2%
CC(C)(C)SCCNC(=O)CN1C(=O)c2cccc3cccc1c23	-8%	12%	-4%	-2%	-4%	1%	-7%	-1%	-6	-1%	47%[activator]
